uPA surface inh: blocks generation of uPA at the cell surface. cell surface uPA generation assay, qHTS. Potency, µM (doses to about 38.3 µM), for the others: top-dose activity change, negative = inhibition, most hits filed as inhibitors. 330,000 compounds, 0.31% hits. AID 540303; active = well fitted inhibition curve with a large enough effect; inconclusive = small, poorly fitted or top-dose-only effect; inactive = no such curve, though single readings can be large or run the other way; tested in mouse RAW 264.7 cells; also: % is scaled to controls: 0 for no effect and ±100 for the full control effect; nearly all actives have a fitted effect of over 55% in size
BRCA1 expr up: increases BRCA1 expression; Potency, µM (series often up to 46.1 µM), for inactives: at the highest dose activation, hits mostly activators; MCF7-BRCA1-FFLuc reporter, luminescence, 48 h; response scale: scaled: vehicle 0%, 10 µM genistein 100%; 380,000 compounds, 1.1% hits; AID 624202; also: nearly all actives have a fitted effect of over 80% in size; some results filed as inactive show a strong effect at the top dose
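MCF7 cells carrying a BRCA1-firefly luciferase reporter (2000 cells/well, phenol-red free MEM) were attached for 2 h at 37 °C, then given compounds for 48 h. Luminescence was read 15 min after luciferase reagent; activity normalized to genistein (10 microM) and DMSO.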
CXXC DNA block: blocks binding of human MLL CXXC domain to DNA; Q03164; MLL-CXXC / FITC-HOXA9 DNA fluorescence polarization; Potency, µM (series often up to 115 µM), for the others: top-dose activity change, negative = inhibition, usual class: inhibitors; 290,000 compounds, 0.037% hits; AID 2662; active = well fitted inhibition curve with a large enough effect in the polarisation, with a control signal flat, not every such curve was filed as active; inconclusive = small, poorly fitted or top-dose-only effect, or effect the other way, or a change in a side signal; inactive = no such curve, though single readings can be large or run the other way; the % refers to the polarisation
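Purified MLL-CXXC (added from a 7 uM solution) was preincubated 5 min at ambient with pinned compounds in 50 mM Tris-HCl pH 7.5, 50 mM NaCl, 1 mM DTT, 0.05% BSA. Fluorescein-labeled HOX-A9 DNA (50 nM solution) followed, 30 min, then polarization read.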
Rab9 prom act: activates the Rab9 promoter; 320,000 compounds, 2.8% hits; Potency, µM (titrated, usually from 9.22 µM), inactives show at the highest dose activation, negative = inhibition, hits mostly activators; Huh7 Rab9 promoter-luciferase reporter, luminescence, 24 h; also: % of control where 0% means no effect; nearly all actives have a fitted effect of over 60% in size
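Huh7 reporter line, Rab9 promoter upstream of luciferase. Compound exposure 24 h at 37 °C in reduced-serum medium with 10% FBS. Read-out: luminescence.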
MBNL1-CUG inh: MBNL1-poly(CUG) RNA binding inhibition | Q9NR56 | TR-FRET MBNL1-His/biotin-(CUG)12 binding, 665/545 ratio | Potency, µM (highest dose often 57.5 µM), for inactives: top-dose activity change, negative = inhibition, hits mostly inhibitors | 280,000 compounds, 0.036% hits | AID 2675; active = well fitted inhibition curve with a large enough effect in the signal ratio, with a control signal flat, not every such curve was filed as active; inconclusive = small, poorly fitted or top-dose-only effect, or effect the other way, or a change in a side signal; inactive = no such curve, though single readings can be large or run the other way; the % refers to the signal ratio; also: % is scaled to controls: 0 for no effect and ±100 for the full control effect
Target sequence (Q9NR56 whole entry, looked up): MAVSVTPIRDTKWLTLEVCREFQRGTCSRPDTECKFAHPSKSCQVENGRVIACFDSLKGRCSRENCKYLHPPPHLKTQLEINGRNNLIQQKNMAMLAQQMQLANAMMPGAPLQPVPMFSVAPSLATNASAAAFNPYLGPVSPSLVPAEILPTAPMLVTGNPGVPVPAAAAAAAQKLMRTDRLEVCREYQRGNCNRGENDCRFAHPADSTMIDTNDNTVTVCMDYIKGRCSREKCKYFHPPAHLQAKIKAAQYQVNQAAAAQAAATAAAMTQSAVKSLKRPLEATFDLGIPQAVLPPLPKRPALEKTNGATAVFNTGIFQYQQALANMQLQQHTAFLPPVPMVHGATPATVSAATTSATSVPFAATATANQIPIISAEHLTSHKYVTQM
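Ratiometric TR-FRET (665 over 545 nm, excitation 340 nm) tracks disruption of MBNL1-His/biotin-(CUG)12 complex after 60 min at room temperature, with compounds at 92 nM to 58 uM final.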
VP16 counter: inhibits Gal4-VP16 luciferase reporter, ROR gamma counter-screen. Potency, µM (series often up to 53.6 µM), inactives show at the highest dose activity, negative = inhibition, hits mostly inhibitors. 310,000 compounds, 3.5% hits. Drosophila S2 Gal4-VP16 UAS-luciferase, luminescence, 20 h;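 also: Gal4-VP16 expression switched on by copper sulfate through the metallothionein promoter; % is scaled to controls: 0 for no effect and ±100 for the full control effect; nearly all actives have a fitted effect of over 50% in size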
RORg inh: ROR gamma (mouse) transcription inhibition. P51450. Drosophila S2 Gal4-RORgamma UAS-luciferase reporter, 20 h. Potency, µM (series often up to 53.6 µM), inactives show at the top dose activity change, negative = inhibition, actives largely listed as inhibitors. 310,000 compounds, 5.4% hits. AID 2551; also: % is scaled to controls: 0 for no effect and ±100 for the full control effect; nearly all actives have a fitted effect of over 60% in size
Target sequence (P51450 whole entry, looked up, the tested form may be a part): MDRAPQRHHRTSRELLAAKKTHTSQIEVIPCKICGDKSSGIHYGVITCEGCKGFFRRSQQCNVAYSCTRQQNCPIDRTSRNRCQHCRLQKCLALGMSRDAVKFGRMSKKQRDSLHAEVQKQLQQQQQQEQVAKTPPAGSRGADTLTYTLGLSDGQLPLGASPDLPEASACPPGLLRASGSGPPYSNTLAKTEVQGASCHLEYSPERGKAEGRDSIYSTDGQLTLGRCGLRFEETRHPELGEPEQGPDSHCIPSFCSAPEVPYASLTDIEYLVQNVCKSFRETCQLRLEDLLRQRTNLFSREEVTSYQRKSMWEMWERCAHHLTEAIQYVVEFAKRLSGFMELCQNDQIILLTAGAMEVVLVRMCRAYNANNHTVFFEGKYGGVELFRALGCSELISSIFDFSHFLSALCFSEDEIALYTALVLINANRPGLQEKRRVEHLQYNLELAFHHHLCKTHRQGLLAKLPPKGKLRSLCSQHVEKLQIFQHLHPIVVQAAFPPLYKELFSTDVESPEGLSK
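ROR gamma transcriptional activity was tracked as Gal4-UAS luciferase output in stably transfected Drosophila Schneider cells, with compound added 1 hr before 700 uM copper sulfate induction and a 20 hr ambient-temperature incubation.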
p53 reactivation: mutant p53 re-activation in reporter cells | H1299 p53-A138V BP100-luciferase reporter, luminescence, 24 h | Potency, µM (top dose mostly 92.2 µM), inactives show at the top dose activity change, positive = activation, usual class: activators | AID 504706 | 320,000 compounds, 0.063% hits; also: % of control where 0% means no effect; nearly all actives have a fitted effect of over 45% in size
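H1299 (p53-null), stable ts p53-A138V + BP100-Luc; 1000 cells/well, Opti-MEM/10% FBS; cpd 4 pt, 1:5; 24 h, 37 deg C, 5% CO2; detection reagent 10 min RT; luminescence.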
NPC1 prom act: NPC1 promoter activation; Huh7 NPC1 promoter luciferase reporter, 24 h; Potency, µM (doses to about 9.22 µM), for the others: at the highest dose activation, most hits filed as activators; 320,000 compounds, 2.4% hits;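 also: % of control where 0% means no effect; nearly all actives have a fitted effect of over 60% in size; reporter is driven by a mutant NPC1 promoter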
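Stably transfected Huh7 (NPC1 promoter→luciferase), 1500 cells/well in Opti-MEM + 10% FBS, 2 h settle, then compound 24 h at 37 °C. Luminescence after 10 min with Amplite reagent.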
FLuc modulator: counter-screen for miR-21 project: firefly luciferase inhibitors or activators. P08659. purified FLuc, Km substrates, luminescence inhibition. Potency, µM (series often up to 57.5 µM), for inactives: at the highest dose activity change, negative = inhibition, usual class: inhibitors. 360,000 compounds, 6.9% hits;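 also: plate controls were vehicle for no effect and reference inhibitor for full effect; nearly all actives have a fitted effect of over 55% in size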
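Purified P. pyralis luciferase, 10 nM final, with Km-level 10 uM D-luciferin and 10 uM ATP in 50 mM Tris acetate pH 7.5, 10 mM Mg acetate, 0.01% Tween-20, 0.05% BSA; 6-point qHTS titration about 60 µM downward; luminescence read.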
ELG1 genotoxic: genotoxicity induction in ELG1-luciferase HEK293T cells. HEK293T ELG1-luciferase reporter, luminescence, 16 h. 330,000 compounds, 1.3% hits. Potency, µM (highest dose often 46 µM), for inactives: at the top dose activity change, positive = activation, hits mostly activators; also: % of control where 0% means no effect; nearly all actives have a fitted effect of over 60% in size
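Luminescence read-out: rising ELG1-luciferase signal, reflecting elevated ELG1 protein under genetic stress, flags genotoxic compounds. Cells were treated for 16 hr at 37 °C before ONE-Glo detection.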
An asterisk follows results filed as active; & = joins results of further samples. Unless noted, calls follow the shape of the dose curve; as a rule, active = well fitted curve in the direction sought with a large enough effect; inconclusive = small, poorly fitted or top-dose-only effect, or another doubt; inactive = no such curve, though single readings can be large; an effect the other way counts as inactive or inconclusive. Potency is read from the fitted curve at half-maximal effect.

For COc1ccc(-c2nnc(-c3ccc(C)cc3)o2)cc1 the results were uPA surface inh 1%, BRCA1 expr up 2.8µM*, CXXC DNA block inconclusive, Rab9 prom act inconclusive, MBNL1-CUG inh -2%, VP16 counter inconclusive, RORg inh inconclusive, p53 reactivation inconclusive, NPC1 prom act 1.6µM*, FLuc modulator 1.9µM* and ELG1 genotoxic inconclusive.
`CCOC(=O)C1CCN(C(=O)C2CCN(S(=O)(=O)N3CCCC3)CC2)CC1` gave uPA surface inh 4%, BRCA1 expr up 0%, CXXC DNA block 11%, Rab9 prom act 0%, MBNL1-CUG inh inconclusive, VP16 counter 1%, RORg inh 5%, p53 reactivation -6%, NPC1 prom act -1%, FLuc modulator 1% and ELG1 genotoxic -1%.
For CCN(CC(=O)Nc1ccc(NC(C)=O)cc1)C(=O)CSC(=S)N1CCCC1 the results were uPA surface inh 11%, BRCA1 expr up -3%, Rab9 prom act -2%, p53 reactivation -5%, NPC1 prom act 1%, FLuc modulator 0% and ELG1 genotoxic 2%.
`Cc1ccc(C(C)(O)CS(=O)(=O)Cc2ccccc2Cl)cc1` (stereo not given) gave uPA surface inh 16%, BRCA1 expr up 22%, CXXC DNA block 12%, Rab9 prom act -3%, MBNL1-CUG inh -4%, VP16 counter -5%, RORg inh 9%, p53 reactivation 1%, NPC1 prom act 0%, FLuc modulator -3% and ELG1 genotoxic -1%.
CCN(Cc1ccccc1)C(=O)COC(=O)c1cc(S(=O)(=O)Nc2c(C)n(C)n(-c3ccccc3)c2=O)ccc1C was read as uPA surface inh -1%, BRCA1 expr up 0%, CXXC DNA block 14%, Rab9 prom act -1%, MBNL1-CUG inh 4%, VP16 counter 1%, RORg inh 0%, p53 reactivation -3%, NPC1 prom act -7%, FLuc modulator -17% and ELG1 genotoxic 1%.
`CCOc1ccc(NC(=O)C(CC(=O)O)Cc2ccc(Br)cc2)cc1` (stereo not given) gave uPA surface inh -1%, BRCA1 expr up 3%, CXXC DNA block -15%, Rab9 prom act 0%, MBNL1-CUG inh -3%, NPC1 prom act -4%, FLuc modulator 2% and ELG1 genotoxic 1%.
Screening CCCCOc1ccc(-c2nnc(N)s2)cc1 returned uPA surface inh -7%, BRCA1 expr up 6.3µM*, CXXC DNA block -1%, Rab9 prom act inconclusive, MBNL1-CUG inh 21%, VP16 counter -3%, RORg inh inconclusive, p53 reactivation 14%, NPC1 prom act 28%, FLuc modulator 7.6µM* and ELG1 genotoxic inconclusive.
For NC(=O)c1cn(-c2ccccc2)nc1-c1cc2ccccc2oc1=O the results were uPA surface inh 0%, BRCA1 expr up 1%, CXXC DNA block 13%, Rab9 prom act -4%, MBNL1-CUG inh inconclusive, VP16 counter 12%, RORg inh 7%, p53 reactivation -2%, NPC1 prom act -1%, FLuc modulator 3% and ELG1 genotoxic 2%.
For O=C1c2ccccc2NC(c2ccc(F)cc2)N1Cc1ccccc1 (stereo not given) the results were uPA surface inh 6%, BRCA1 expr up -46%, CXXC DNA block 29%, Rab9 prom act 6%, MBNL1-CUG inh -9%, VP16 counter -4%, RORg inh 1%, p53 reactivation -4%, NPC1 prom act 0%, FLuc modulator 4% and ELG1 genotoxic -2%.
`CCCC12CN3CCN(CC(C3)/C1=N\NC(=O)c1ccc(C(C)(C)C)cc1)C2` gave uPA surface inh 3%, BRCA1 expr up 21%, CXXC DNA block -4%, Rab9 prom act -4%, MBNL1-CUG inh -7%, VP16 counter -10%, RORg inh -44%, p53 reactivation -10%, NPC1 prom act -5%, FLuc modulator 0% and ELG1 genotoxic -1%.
`Cc1ccc(-c2nc3c(=O)n(-c4ccccc4)c4c(c(=O)n(C)c(=O)n4C)c3o2)cc1` gave uPA surface inh -7%, BRCA1 expr up -9%, CXXC DNA block -11%, Rab9 prom act -3%, MBNL1-CUG inh -1%, VP16 counter -5%, RORg inh 5%, p53 reactivation 1%, NPC1 prom act 1%, FLuc modulator -8% and ELG1 genotoxic 0%.
`COc1ccccc1NC(=O)NS(=O)(=O)c1ccc(C)cc1` gave uPA surface inh 5%, BRCA1 expr up -15%, CXXC DNA block 5%, Rab9 prom act -5%, MBNL1-CUG inh -1%, VP16 counter 3%, RORg inh 7%, p53 reactivation 2%, NPC1 prom act 0%, FLuc modulator 5% and ELG1 genotoxic 0%.
For Cc1ccc([N+](=O)[O-])cc1NC(=O)c1ccc(CSc2ccccc2)cc1 the results were uPA surface inh 8%, BRCA1 expr up 3%, CXXC DNA block 3%, Rab9 prom act 3%, MBNL1-CUG inh -3%, VP16 counter -20%, RORg inh 2%, p53 reactivation -7%, NPC1 prom act 0%, FLuc modulator 7% and ELG1 genotoxic -1%.
Screening O=C(Cn1c(=O)c2cccn2c2ccccc21)NCCc1ccccc1 returned uPA surface inh 10%, BRCA1 expr up -15%, CXXC DNA block 2%, Rab9 prom act 9%, MBNL1-CUG inh -2%, VP16 counter 0%, RORg inh 4%, p53 reactivation 22%, NPC1 prom act 0%, FLuc modulator 1%&3% and ELG1 genotoxic 13%.
`c1ccc2c(c1)ncn2Cc1nnc2sc(-c3ccc4c(c3)OCO4)nn12` gave uPA surface inh 1%, BRCA1 expr up 5%, CXXC DNA block -20%, Rab9 prom act -16%, MBNL1-CUG inh 12%, VP16 counter -3%, RORg inh -15%, p53 reactivation -13%, NPC1 prom act -5%, FLuc modulator inconclusive and ELG1 genotoxic 2%.
`CCC1CCCCN1CC(=O)c1c(C)[nH]c2ccc(OC)cc12` (stereo not given) gave uPA surface inh -2%, BRCA1 expr up 27%, CXXC DNA block 1%, Rab9 prom act -4%, VP16 counter 3%, RORg inh -11%, p53 reactivation -2%, NPC1 prom act -10%, FLuc modulator 1% and ELG1 genotoxic 0%.
Screening COc1cccc(C(=O)CN2C(=O)C(C)(C)Oc3ccc(C(=O)N4CCOCC4)cc32)c1 returned uPA surface inh 15%, BRCA1 expr up -8%, CXXC DNA block 9%, Rab9 prom act -1%, MBNL1-CUG inh -1%, VP16 counter 0%, RORg inh 3%, p53 reactivation 0%, NPC1 prom act -3%, FLuc modulator -1% and ELG1 genotoxic 0%.
Screening CCOC(=O)C1(Cc2cccc(F)c2)CCN(C(=O)C2CCCO2)CC1 (stereo not given) returned uPA surface inh 0%, BRCA1 expr up -5%, CXXC DNA block 3%, Rab9 prom act -1%, MBNL1-CUG inh -10%, VP16 counter inconclusive, RORg inh 31%, p53 reactivation -2%, NPC1 prom act 2%, FLuc modulator 0% and ELG1 genotoxic -2%.
Screening O=C(Nc1cccc(F)c1)c1cccc(S(=O)(=O)N2CCOCC2)c1 returned uPA surface inh -7%, BRCA1 expr up -16%, CXXC DNA block 1%, Rab9 prom act 2%, MBNL1-CUG inh -1%, VP16 counter 3%, RORg inh inconclusive, p53 reactivation 7%, NPC1 prom act 0%, FLuc modulator -4% and ELG1 genotoxic -8%.
CCN(CC)S(=O)(=O)c1cccc(NC(=O)C2SC(=Nc3ccc(C)cc3C)C(C(=O)NCC3CCCO3)=C2N)c1 (stereo not given) was read as uPA surface inh -2%, BRCA1 expr up -47%, CXXC DNA block 15%, Rab9 prom act 0%, MBNL1-CUG inh -3%, VP16 counter 1%, RORg inh 30%, p53 reactivation 8%, NPC1 prom act -7%, FLuc modulator 0% and ELG1 genotoxic -14%.
Screening Cc1c(CN2CCCC(CO)(Cc3cccc(Cl)c3)C2)cnn1C (stereo not given) returned uPA surface inh 0%, BRCA1 expr up 0%, CXXC DNA block -2%, Rab9 prom act -3%, MBNL1-CUG inh -22%, VP16 counter -6%, RORg inh -11%, p53 reactivation 1%, NPC1 prom act 2%, FLuc modulator 2% and ELG1 genotoxic -2%.
`O=C(CSc1nc2ccccc2n1CC(=O)NCc1ccccc1)NCc1ccco1` gave BRCA1 expr up 5%, CXXC DNA block -1%, Rab9 prom act -2%, MBNL1-CUG inh 0%, VP16 counter 3%, RORg inh 33%, p53 reactivation -5%, NPC1 prom act -2%, FLuc modulator 1% and ELG1 genotoxic 0%.

Only part of the results is shown (hit frequency here may not be typical).
